UTI89 phage lysis: inhibition of K1F phage lysis, E. coli UTI89, bacterial capsule biogenesis inhibitors, alamar blue (AID 488966); E. coli UTI89 K1F phage lysis, alamar blue, 2 h; higher % means a stronger effect; inhibition, % at 100 µM, or IC50 in µM where a hit was titrated; 340,000 tested, 0.02% active;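 active = phage lysis inhibition, versus mean bacterial control, above a set limit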;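 note: capsule biogenesis inhibitors block K1F phage lysis so surviving cells raise fluorescence; higher fluorescence means more inhibition of phage lysis; actives were called in the ten point dose series up to 300 µM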
NTR1 ag: agonists of NTR1, primary screen, imaging, U2OS cells, beta-arrestin-GFP, high content (AID 493036). NTR1-U2OS beta-arrestin-GFP spot imaging, agonist mode. activation, % at 20 µM. 330,000 tested, 0.17% active;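 active = activation at or above 40% of the spot to cytoplasm intensity ratio, with at least 20 cells analyzed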;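 note: 0% = DMSO without peptide and 100% = 100 nM NTR1 peptide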
Target sequence (P30989 whole entry, looked up): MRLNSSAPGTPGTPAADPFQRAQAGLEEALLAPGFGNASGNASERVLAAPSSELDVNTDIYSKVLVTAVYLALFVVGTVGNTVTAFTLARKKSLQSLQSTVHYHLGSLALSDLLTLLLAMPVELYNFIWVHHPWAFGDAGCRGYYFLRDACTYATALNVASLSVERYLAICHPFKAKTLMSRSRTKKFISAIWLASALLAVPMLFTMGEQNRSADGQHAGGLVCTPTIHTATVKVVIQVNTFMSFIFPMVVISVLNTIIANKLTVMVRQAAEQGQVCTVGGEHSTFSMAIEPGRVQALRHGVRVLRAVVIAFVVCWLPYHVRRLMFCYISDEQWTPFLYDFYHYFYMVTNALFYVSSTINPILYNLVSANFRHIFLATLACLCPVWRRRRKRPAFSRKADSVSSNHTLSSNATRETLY
SV40 large T antigen: SV40 large T antigen inhibitors, biochemical (AID 1903); SV40 large T antigen ATPase/helicase inhibition assay; higher % means a stronger effect; inhibition, % at 20 µM, or IC50 in µM where a hit was titrated; 310,000 tested, 0.39% active; in the data active = a potency from the dose series; note: strong numbers were not always called active
Myeloid diff MLP: compounds promoting myeloid differentiation. ER-HoxA9 myeloid progenitors, lysozyme-GFP differentiation, flow cytometry. 360,000 tested, 1% active. calls only at 10 µM;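 active = normalized GFP-positive differentiation at or above the plate's own cutoff, the solvent-only control mean plus 3 SD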;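 note: cells exposed to compound for four days before flow analysis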
RSV CPE inhibition: inhibition of RSV-induced cytopathic effect – HEp-2 cells, primary 10 µM value included (AID 2391) | HEp-2 cells, RSV-induced CPE inhibition; higher % means a stronger effect | CPE inhibition, % at 10 µM, or IC50 in µM where a hit was titrated | 310,000 tested, 0.13% active; in the data active = a potency from the dose series; note: strong numbers were not always called active
TNAP activation fold: human TNAP enzyme activators, primary screen, biochemical, luminescent, no phosphate acceptor, uHTS (AID 1001); one-dose activation fold at 20 µM; EC50 in µM for titrated hits; purified TNAP, luminescent activation assay, no phosphate acceptor; higher activation fold means a stronger effect; 200,000 tested, 0.03% active; in the data active = activation fold from about 3, or a potency from the dose series; inactive = the rest, 99 in 100 with activation fold below about 1.6; note: many of its hits are not listed in these tables
MgcRacGAP inhibition: MgcRacGAP GTPase-activating activity inhibitors, confirmation, biochemical, ADP Hunter fluorescence. MgcRacGAP-stimulated Rac1 GTP hydrolysis, ADP Hunter fluorescence; higher % means a stronger effect; GST-tagged Rac1 F28L mutant substrate. one-dose inhibition, % at 30 µM; IC50 in µM for titrated hits. 340,000 tested, 0.6% active;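 active = first-screen hits whose inhibition reached a set limit at any dose in the follow-up dose series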;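 note: fluorescence reports GDP produced by GAP-driven GTP hydrolysis; strong numbers were not always called active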
T cell modulator: T cell immune modulators affecting CD8 T cell-vesicle binding; 2C CD8+ T cell-vesicle binding, flow cytometry; hits give low values; calls only at 7 µM; 330,000 tested, 0.068% active;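 active = response, share of CD8 T cells binding vesicles, and their 90th percentile fluorescence all below set limits, cut at about 80% in these data, passing the limit was not always enough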
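Benchmarks: naked versus QL9-loaded vesicles / Assay system: purified 2C TCR transgenic mouse naive CD8+ T cells / Technique: high-throughput flow cytometry with anti-B7-1 and anti-CD8 staining / Timing: Cell–vesicle co-incubation 1.5 h at 37 °C, staining 20 min on ice / Read-out: percent CD8+ FL2 mean versus row control / Probe or stimulus: QL9-loaded Drosophila micro-vesicles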
PhoP inhibition: PhoP-dependent GFP reporter repression – Salmonella Typhimurium, primary screen (AID 1863); S. Typhimurium PhoP-regulated promoter GFP reporter, 4 h; higher % means a stronger effect; inhibition, % at 50 µM, or IC50 in µM where a hit was titrated; 300,000 tested, 0.16% active;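 active = inhibition over 29.93%, a cutoff 3 SD above the screen mean, later confirmed by dose response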;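 note: 0% = low Mg2+ inducing control and 100% = high Mg2+ repressing control; strong numbers were not always called active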
T cell modulator vesicle-bound %: also measured in T cell modulator; calls as there; double positive events, %; measured here: CD8+ vesicle-bound cell fraction;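 binding gate set so that unloaded-vesicle control wells show 10% double positive cells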
NTR1 ag cell count 20 µM: further read-out of NTR1 ag, marked with its call; cell count; measured here: cell count, cytotoxicity flag
Myeloid diff MLP GFP+ MAC1+ %: further read-out of Myeloid diff MLP, marked with its call; GFP+ MAC1+ double positive, %; measured here: differentiation confirmed by MAC1 staining
Numbers without * were called inactive; i = inactive; nt = no result given; + = active, no number; [ ] = dose if it differs, or a comment.

The first three records, to show the layout:
mol	UTI89 phage lysis	NTR1 ag	NTR1 ag cell count 20 µM	SV40 large T antigen	Myeloid diff MLP	Myeloid diff MLP GFP+ MAC1+ %	RSV CPE inhibition	TNAP activation fold	MgcRacGAP inhibition	T cell modulator	T cell modulator vesicle-bound %	PhoP inhibition
NS(=O)(=O)c1ccc(CCn2c(=S)[nH]c3ccc(F)cc3c2=O)cc1	-0.1%	-0.2	54	3%	i	0.1	5.4%	1	-7%	i	8	9%
O=C(O)[C@@H]1CSC2c3ccccc3C(=O)N21 (stereo not given in full)	0.2%	-1.3	75	-3%	i	0.5	1.1%	nt	nt	i	48	0%
CCOC(=O)c1c(NC(=O)C(C)Sc2cn(C)c3ccccc23)sc2c1CCC2 (stereo not given)	1.4%	5.3	72	6%	i	1.2	2.1%	1.1	-1%	i	31	3%

The whole of this part, from the start:
mol	UTI89 phage lysis	NTR1 ag	NTR1 ag cell count 20 µM	SV40 large T antigen	Myeloid diff MLP	Myeloid diff MLP GFP+ MAC1+ %	RSV CPE inhibition	TNAP activation fold	MgcRacGAP inhibition	T cell modulator	T cell modulator vesicle-bound %	PhoP inhibition
NS(=O)(=O)c1ccc(CCn2c(=S)[nH]c3ccc(F)cc3c2=O)cc1	-0.1%	-0.2	54	3%	i	0.1	5.4%	1	-7%	i	8	9%
O=C(O)[C@@H]1CSC2c3ccccc3C(=O)N21 (stereo not given in full)	0.2%	-1.3	75	-3%	i	0.5	1.1%	nt	nt	i	48	0%
CCOC(=O)c1c(NC(=O)C(C)Sc2cn(C)c3ccccc23)sc2c1CCC2 (stereo not given)	1.4%	5.3	72	6%	i	1.2	2.1%	1.1	-1%	i	31	3%
C=CCOC(=O)COc1ccc2c(C)c(CC)c(=O)oc2c1	0.2%	0.8	68	1%	i	0.5	-0.7%	1.1	2%	i	9	-1%
CC(OC(=O)c1ccc(NS(=O)(=O)c2ccc3[nH]c(=O)[nH]c3c2)cc1)C(N)=O (stereo not given)	0.2%	-1.4	54	5%	nt	nt	0.4%	nt	5%	i	17	4%
NC(=O)C1(N2CCCCC2)CCN(C(=S)Nc2ccc(S(N)(=O)=O)cc2)CC1	0.1%	1.3	36	nt	i	0.8	1.5%	1.1	16%	i	26	nt
CC(=O)c1c(C)nc(-c2cccc([N+](=O)[O-])c2)n1O	2.2%	2.4	73	22%	i	1.5	2.2%	1.1	2%	i	48	-13%
CCn1c(=O)c2ccccc2n(Cc2ccccc2C)c1=O	0.2%	-0.2	63	12%	i	0.5	0.5%	nt	7%	i	62	-4%
COc1ccc(C(=O)COC(=O)CCCN=C2NS(=O)(=O)c3ccccc32)c(OC)c1	0.9%[50 µM]	-1.1	55	9%	i	0.8	-2.7%	nt	0%	i	7	-2%
COC(=O)C(CC(C)C)N(Cc1cc(OC)cc(OC)c1)S(=O)(=O)c1ccccc1Br (stereo not given)	0.1%	1.1	59	nt	i	2.9	nt	nt	9%	nt	nt	nt
CCOc1cc(/C=C2/C(=N)N3C=CSC3=NC2=O)ccc1OCCCOc1ccccc1C	0.6%	5.6	60	2%	i	6.9	9.1%	1.1	2%	i	18	-5%
C=CCN(c1ccccc1)S(=O)(=O)c1cccc(C(=O)Nc2ccc(N3CCOCC3)cc2)c1	0.3%[50 µM]	1.4	54	nt	i	0.3	nt	nt	1%	nt	nt	nt
CCN(CC)CCNC(=O)C(=O)Nc1cc2c3c(c1)CC(=O)N3CCC2	0.1%	-0.2	59	nt	i	2.0	1.0%	nt	13%	i	24	-1%
NC(=O)C1(N2CCCCC2)CCN(C(=O)NC23CC4CC(CC(C4)C2)C3)CC1	0.3%	0.1	90	17%	i	1.6	-1.1%	1.1	3%	i	25	12%
Nc1nnn(CC(=O)N/N=C/c2cccc3ccccc23)n1	2.4%[50 µM]	5.3	47	14%	i	0.3	5.9%	1	10%	i	20	9%
NS(=O)(=O)c1ccc(NC(=O)CN2CCCN(S(=O)(=O)c3ccc(F)cc3)CC2)cc1	0.0%	0.9	86	0%	i	0.0	2.0%	1	-4%	i	51	-5%
Cc1c(OC(C)C(=O)NCc2ccccn2)ccc2c3c(c(=O)oc12)CCCC3 (stereo not given)	-0.2%	1.0	58	11%	i	1.9	5.3%	nt	11%	i	48	-2%
O=C(Nc1nc2c(s1)CN(Cc1ccccc1)CC2)C1CCC1	-0.1%	-0.3	68	9%	i	2.5	2.7%	1	-16%	i	24	-4%
Nc1c(C(=O)NC2CCCC2)c2nc3ccccc3nc2n1N	0.6%	1.3	90	16%	i	1.3	3.6%	1	6%	i	26	-8%
COc1cc(C(=O)OCC(=O)Nc2cc(-c3cc(C)c(C)cc3C)nn2-c2ccccc2)cc(OC)c1OC	0.2%	3.8	102	-2%	i	0.3	1.7%	1	10%	i	61	6%

Next section.
mol	UTI89 phage lysis	NTR1 ag	NTR1 ag cell count 20 µM	SV40 large T antigen	Myeloid diff MLP	Myeloid diff MLP GFP+ MAC1+ %	RSV CPE inhibition	TNAP activation fold	MgcRacGAP inhibition	T cell modulator	T cell modulator vesicle-bound %	PhoP inhibition
Cc1ccc(C(=O)NC2CCN(C(=O)NCc3ccccc3)CC2)cc1	0.1%	-0.6	61	8%	i	0.6	2.1%	nt	6%	i	28	4%
O=C(CN1CCC(NC(=O)c2ccccc2F)CC1)NCc1ccc(F)cc1	12%	-3.4	73	4%	i	0.0	0.7%	1	2%	i	31	13%
CN(CC(=O)Nc1ccccc1Cl)C(=O)c1cc(-c2cccs2)nn1-c1ccccc1	0.8%[50 µM]	0.8	83	1%	i	0.5	-1.9%	nt	2%	i	25	1%
COC(=O)[C@H]1C[C@H]2[C@@H]3CC[C@H]4C[C@@H](OC)CC[C@]4(C)[C@H]3CC[C@]2(C)[C@@]2(CCCO2)O1	-0.1%	8.6	65	nt	i	0.3	nt	nt	7%	nt	nt	nt
CCCS(=O)(=O)N1CCCC(C(=O)c2ccccc2OC)C1 (stereo not given)	0.1%	1.4	40	-5%	i	0.6	0.2%	1	5%	i	24	-4%
COC(=O)Cn1nc(-c2ccccc2)c2cc(Cl)ccc21	3.8%	5.9	65	14%	i	8.3	1.4%	1	9%	i	32	-2%
CCOc1ncccc1C(=O)OCC(=O)c1ccc[nH]1	0.1%	0.0	77	-2%	i	0.9	1.6%	1	3%	i	27	10%
CCC(C)N(C(=O)COC(=O)c1[nH]c(C)c(C(C)=O)c1C)C1CCS(=O)(=O)C1 (stereo not given)	2.5%	-1.2	41	nt	i	0.4	0.2%	1.2	7%	i	47	nt
COc1cccc(-c2ccc(-c3noc(-c4cccs4)n3)c(OC)n2)c1	0.2%	5.7	41	-6%	i	0.6	5.3%	1.1	12%	i	59	9%
CC(C)c1ccc2[nH]c3c(c2c1)[C@@H]1CCN2C(=O)CCC[C@H](C3)[C@H]12	0.4%	4.5	83	10%	i	0.8	22%	nt	6%	i	18	3%
O=C(OCc1nnc(-c2ccccc2)o1)C1CC(=O)N(c2ccccc2)C1 (stereo not given)	0.7%[50 µM]	1.1	63	5%	i	0.6	0.1%	nt	6%	i	65	-4%
CSC1=NCCN1C(=O)Cc1ccc(F)cc1	0.1%	1.4	57	2%	i	1.4	1.4%	1.2	-5%	i	1	3%
CC(=O)N1c2c(cc(Br)cc2S(=O)(=O)N2CCOCC2)CC1C (stereo not given)	0.4%	-0.7	82	0%	i	1.2	2.3%	1.1	7%	i	31	-6%
O=C(CCn1c(=O)oc2cc(Cl)ccc21)Nc1ccc(N2CCOCC2)cc1	0.5%	0.3	43	13%	+	5.8*	3.0%	nt	7%	i	51	5%
CCCn1nnc(NC(=S)NC(=O)Cc2ccccc2)n1	0.4%	0.1	56	4%	i	0.2	0.8%	1	8%	i	34	-4%
CCCCCCCCCCCCCCCC(=O)OC(CC(=O)O)C[N+](C)(C)C (stereo not given)	2.1%	0.6	63	30%	i	2.2	39%	nt	-4%	i	24	-13%
CCOC(=O)CN1C(=O)C2(OCCCO2)c2ccccc21	1.2%	-0.7	53	9%	i	7.2	-0.2%	1.1	10%	i	17	-2%
COc1ccc2oc(C(=O)OCC(=O)N3CCCCC3C)c(C)c2c1 (stereo not given)	0.9%[50 µM]	1.3	61	nt	i	0.7	nt	nt	3%	i	29	nt
N=c1c(C(=O)NCc2ccco2)cc2c(=O)n3ccccc3nc2n1Cc1ccc(Cl)cc1	-0.1%	3.9	79	9%	i	1.3	18%	1	7%	i	31	-8%
Cc1cc(C)c2c(N)c(S(=O)(=O)Cc3ccccc3)sc2n1	-0.2%	2.6	33	1%	i	0.8	1.8%	1.1	14%	i	55	1%

Next part
mol	UTI89 phage lysis	NTR1 ag	NTR1 ag cell count 20 µM	SV40 large T antigen	Myeloid diff MLP	Myeloid diff MLP GFP+ MAC1+ %	RSV CPE inhibition	TNAP activation fold	MgcRacGAP inhibition	T cell modulator	T cell modulator vesicle-bound %	PhoP inhibition
CN1CCN(CCNC(=O)Nc2ccccc2C(F)(F)F)CC1	0.3%	0.9	34	5%	i	0.5	-0.7%	1.1	0%	i	36	-5%
CC1Cc2ccccc2N1C1=CC(=O)CC(C)(C)C1 (stereo not given)	0.3%	-1.8	68	-3%	i	0.4	2.5%	1	10%	i	62	-1%
COc1cccc(S(=O)(=O)NCc2ccc(C(=O)Nc3ccc(Cl)cc3)cc2)c1	2.6%	2.0	36	7%	i	0.1	9.1%	1	3%	i	45	-14%
CCOC(=O)c1cnn(-c2nc(SC)nc3sc4c(c23)CCCC4)c1N	0.3%	4.4	96	-3%	i	0.9	1.9%	1.1	10%	i	28	9%
Cn1nc(-c2ccccc2)c2nc3ccccc3nc21	0.0%	3.0	56	2%	i	0.8	5.6%	1.1	12%	i	52	-179%
CCC(CC)C(=O)c1c[nH]c(C(=O)NN)c1	0.7%	-1.0	48	8%	i	0.4	0.2%	1	6%	i	7	9%
CCSC(C)CC1C/C(=N/O)c2c(C)noc2C1 (stereo not given)	1.3%	0.2	38	1%	i	9.0	0.2%	1.1	0%	i	42	4%
CN1C(=O)/C(=C/c2cc(C(C)(C)C)c(O)c(C(C)(C)C)c2)NC1=S	0.6%	3.0	74	1%	i	0.5	1.2%	0.8	10%	i	53	3%
c1ccc(C2c3c(ccc4ccccc34)Oc3ncn4nc(-c5ccco5)nc4c32)cc1 (stereo not given)	-0.3%	2.5	75	4%	i	0.5	9.5%	1.1	6%	i	37	-6%
CSc1ccc(CN(C)C(=O)CSCC(=O)Nc2cc(C)on2)cc1	0.0%	1.1	61	25%	i	3.3	1.5%	nt	2%	i	8	-4%
CC1=NNC(=O)C1CCC(=O)N/N=C\c1cccc(Cl)c1 (stereo not given)	0.8%	-1.0	94	5%	i	1.0	2.4%	1.1	5%	i	26	2%
CCOc1ccc(NC(=O)CS(=O)CC(=O)NC2CCCc3ccccc32)cc1 (stereo not given)	0.9%	0.8	73	-1%	i	0.5	1.8%	1.1	6%	i	10	-13%

Bioassay records: PubChem, several laboratories
